PAFAH1B3 inh: PAFAH1B3 enzyme inhibitors, primary screen, biochemical, fluorescence polarization, human | recombinant PAFAH1B3, FP-rhodamine probe | inhibition, % at 3.39 µM | 340,000 compounds, 0.28% hits | AID 492972, 2010;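 active = inhibition above the screen-wide average of all tested compounds plus 3 SD, cut at about 25% in these data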;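 also: 0% = enzyme with DMSO only and 100% = wells lacking PAFAH1B3 protein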
PME-1 inh: PME-1 inhibitors via competitive probe labeling, primary screen, biochemical, fluorescence polarization, FP-Rh probe, HTS; 320,000 compounds, 0.53% hits; recombinant PME-1; AID 2130, 2009; inhibition, % at 5.9 µM;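 active = inhibition above the campaign mean of all compounds plus 3 SD, cut at about 26% in these data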;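 also: competitive labeling of PME-1 active site by serine hydrolase directed probe; 0% = PME-1 with DMSO and 100% = wells lacking PME-1 enzyme; inhibitors block probe labeling so polarization falls and inhibition rises; many of its hits are not listed in these tables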
GSTO1 counter: inhibitors of recombinant GSTO1, primary screen, counter-screen for RBBP9 inhibitor project, biochemical, fluorescence polarization; 300,000 compounds, 1.1% hits; AID 1974, 2009; Glutathione S-transferase omega-1 (Homo sapiens), P78417; inhibition, % at 5.96 µM; activity-based probe fluorescence polarization;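 active = inhibition above the campaign mean inhibition plus 3 SD, cut at about 35% in these data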;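 also: 0% = GSTO1-1 with DMSO and 100% = wells lacking GSTO1-1 enzyme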
Target sequence (P78417 whole entry, looked up): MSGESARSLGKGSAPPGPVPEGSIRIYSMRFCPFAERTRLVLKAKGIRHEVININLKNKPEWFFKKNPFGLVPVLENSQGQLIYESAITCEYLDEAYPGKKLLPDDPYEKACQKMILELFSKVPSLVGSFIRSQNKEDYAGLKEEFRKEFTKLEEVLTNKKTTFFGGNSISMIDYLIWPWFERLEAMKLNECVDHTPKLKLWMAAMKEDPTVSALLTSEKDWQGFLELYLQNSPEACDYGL
PREPL inhibitor: PREPL enzyme inhibitors, primary screen, biochemical, fluorescence polarization; recombinant PREPL, fluorescence polarization activity-based probe; Prolyl endopeptidase-like (Homo sapiens), Q4J6C6; AID 2751, 2010; 320,000 compounds, 0.68% hits; inhibition, % at 5.96 µM; in the data active = inhibition above about 43%;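 also: 0% = enzyme with DMSO and 100% = wells lacking enzyme; many of its hits are not listed in these tables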
LYPLA2 counter: LYPLA2 inhibitors, primary screen, counter-screen for PME1 inhibitor project, biochemical, fluorescence polarization, FP-Rh probe ABPP; Acyl-protein thioesterase 2 (Homo sapiens), O95372; recombinant LYPLA2; inhibition, % at 5.9 µM; 320,000 compounds, 0.38% hits; AID 2177, 2009;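 active = inhibition above the screen-wide mean plus 3 SD, limit set per campaign, cut at about 26% in these data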;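 also: 0% = LYPLA2 with DMSO and 100% = wells lacking LYPLA2 enzyme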
PAFAH1B2 inh: PAFAH1B2 enzyme inhibitors, primary screen, biochemical, fluorescence polarization, human | Platelet-activating factor acetylhydrolase IB subunit alpha2 (Homo sapiens), P68402 | inhibition, % at 3.39 µM | recombinant PAFAH1B2, FP-rhodamine activity probe | 340,000 compounds, 1.2% hits;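 active = inhibition above the mean of all tested compounds plus 3 SD, cut at about 24% in these data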;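 also: 0% = enzyme with DMSO and 100% = wells lacking PAFAH1B2; many of its hits are not listed in these tables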
pPAFAH FP inh: pPAFAH enzyme inhibitors, primary screen, biochemical, fluorescence polarization, human | recombinant pPAFAH, FP-rhodamine probe fluorescence polarization | inhibition, % at 3.39 µM | Platelet-activating factor acetylhydrolase (Homo sapiens), Q13093 | AID 463082, 2010 | 330,000 compounds, 1.5% hits;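 active = inhibition above the mean inhibition across the screen plus 3 SD, cut at about 25% in these data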;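 also: inhibitors block binding of the rhodamine activity-based probe so polarization drops; 0% = enzyme with DMSO and 100% = wells lacking pPAFAH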
LYPLA1 counter: LYPLA1 inhibitors, primary screen, counter-screen for PME1 inhibitor project, biochemical, fluorescence polarization, FP-Rh probe ABPP; recombinant LYPLA1; inhibition, % at 5.9 µM; 320,000 compounds, 0.16% hits; AID 2174, 2009;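 active = inhibition above the mean of all tested compounds plus 3 SD, set per campaign, cut at about 14% in these data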;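 also: inhibitors block serine hydrolase probe labeling of LYPLA1 so polarization falls; 0% = enzyme with DMSO and 100% = wells lacking LYPLA1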
PAD4 FP inh: human PAD4 inhibitors, primary screen, biochemical, fluorescence polarization, 1536-well format | 330,000 compounds, 0.41% hits | AID 485272, 2010 | Protein-arginine deiminase type-4 (Homo sapiens), Q9UM07 | recombinant PAD4, RCA probe fluorescence polarization | inhibition, % at 6.36 µM;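 active = percent inhibition above a cutoff equal to the mean of all tested compounds plus 3 SD, cut at about 15% in these data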;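 also: 0% = PAD4 with RCA probe and DMSO and 100% = probe without PAD4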
Target sequence (Q9UM07 whole entry, looked up): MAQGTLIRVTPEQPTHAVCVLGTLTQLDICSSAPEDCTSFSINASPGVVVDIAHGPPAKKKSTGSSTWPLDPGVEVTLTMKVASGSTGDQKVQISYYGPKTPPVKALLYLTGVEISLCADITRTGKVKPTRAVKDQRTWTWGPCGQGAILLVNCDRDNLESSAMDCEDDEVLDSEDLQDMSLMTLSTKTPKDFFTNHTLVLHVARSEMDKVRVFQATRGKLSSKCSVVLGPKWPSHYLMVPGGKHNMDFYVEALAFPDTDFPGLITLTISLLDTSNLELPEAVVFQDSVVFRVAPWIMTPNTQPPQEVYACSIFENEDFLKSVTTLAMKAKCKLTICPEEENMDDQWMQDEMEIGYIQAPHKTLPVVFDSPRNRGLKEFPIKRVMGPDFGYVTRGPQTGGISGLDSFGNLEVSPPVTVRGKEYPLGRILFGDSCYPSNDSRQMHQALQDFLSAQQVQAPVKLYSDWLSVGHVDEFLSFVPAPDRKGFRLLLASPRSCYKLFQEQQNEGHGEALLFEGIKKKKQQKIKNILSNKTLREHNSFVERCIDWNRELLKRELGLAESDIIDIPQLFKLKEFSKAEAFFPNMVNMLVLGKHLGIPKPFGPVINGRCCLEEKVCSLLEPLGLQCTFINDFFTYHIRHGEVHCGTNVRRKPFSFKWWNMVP
Numbers without * were called inactive; nt = not tested or not shown. Some of the compounds tested. The share of hits here may be higher or lower than overall.

SMILES	PAFAH1B3 inh	PME-1 inh	GSTO1 counter	PREPL inhibitor	LYPLA2 counter	PAFAH1B2 inh	pPAFAH FP inh	LYPLA1 counter	PAD4 FP inh
CCC(=O)Nc1cc(C(=O)NCC2CCCN2CC)c(OC)cc1N(C)C (configuration not stated)	2	-4	8	-10	6	3	0	0	2
Cc1cc(NC(=O)c2cc(-c3cccs3)nc3ccccc23)no1	5	-3	-8	-3	-16	-6	-3	-12	-6
O=C(CCN1C(=O)C2C3C=CC(C3)C2C1=O)Nc1ccc2ncccc2c1 (configuration not stated)	12	1	2	2	0	1	1	1	-3
O=C(CSCc1c(Cl)cccc1Cl)Nc1nccs1	5	-2	5	-8	9	3	1	2	1
CCOc1ccccc1C(=O)NC(C)c1ccc(-n2ccnc2)cc1 (configuration not stated)	3	1	-1	2	-1	0	-5	1	0
Cc1ccccc1OCC(O)Cn1c(NCc2ccco2)nc2c1c(=O)[nH]c(=O)n2C (configuration not stated)	13	4	10	13	-5	2	-2	-2	-2
COc1cc(OC)c(NC(=O)Cn2cccc2)cc1Cl	9	-2	-8	12	2	4	-4	4	-2
CC(=O)c1ccc(NC(=S)NCCc2ccccn2)cc1	-2	4	6	8	4	2	0	0	-1
Cc1cc(Br)ccc1SCC(=O)OCC(=O)Nc1ccccc1C#N	6	-4	5	1	0	13	17	-1	-10
O=C(Cn1cnc2c(nnn2Cc2ccc(F)cc2)c1=O)Nc1ccc2c(c1)OCCO2	-2	-1	-2	3	3	-3	5	-1	-1
O=C(CCc1nc(-c2ccc(Cl)cc2)no1)NC1CCCC1	1	-10	3	6	-3	6	4	-5	-3
Cc1ccccc1C(=O)NC(=S)Nc1ccccc1C(=O)O	5	-2	-2	-18	1	2	-2	1	2
Cc1ccc(-c2nnc(SCc3nc4ccccc4[nH]3)n2Cc2ccco2)cc1	-6	4	5	11	-1	-3	-4	-3	0
Cc1ccc(OCCC(=O)N2CCN(c3ccc(O)cc3)CC2)cc1	3	-1	14	27	9	0	20	5	-2
Cc1ccc(S(=O)(=O)N2CC(O)CC2C(=O)OCc2nc3sc(C)c(C)c3c(=O)[nH]2)cc1 (configuration not stated)	2	-1	-2	0	-2	1	-3	-2	-3
CCCn1nnnc1NCc1ccc(Cl)cc1Cl	3	-2	4	-3	1	1	3	2	3
CC1CC(C)CN(S(=O)(=O)c2ccc3c(c2)C(C)(C)C(=O)N3C)C1 (configuration not stated)	4	1	0	-3	4	6	4	-5	-9
CSc1nc(=S)n(Cc2ccccc2)c(C)c1C(C)=O	1	2	5	-3	-4	0	0	-4	-1
CCOC(=O)c1sc(Nc2nc3cc4c(cc3s2)OCO4)cc1C	11	61*	-3	24	0	8	4	-11	-2
Cc1cc(C)nc(N(C#N)CC(=O)N(c2ccccc2)C(C)C)n1	6	-6	6	-13	-5	13	2	2	6
O=C(Cc1ccccc1)NCC(=O)Nc1cccc(Cl)c1	-5	-2	9	-8	8	1	2	2	0
COc1ccccc1Cn1c(=S)[nH]c2ccc(F)cc2c1=O	2	-2	9	-4	-3	4	3	-2	6
C/C(=N\Nc1nc2ccccc2nc1C)c1ccccc1O	7	-2	4	9	-5	1	0	-3	-1
C[C@@H](CSc1ccccc1)CN1CC[C@H](O)CCC1=O	3	6	3	7	5	8	3	3	0
O=C(COC(=O)C1C2CC3OC(=O)C1C3C2)Nc1ccc(Br)cc1 (configuration not stated)	0	-5	3	10	-9	-3	2	-1	-1
COc1cccc(-c2ccc(C#N)c(OC(=O)c3ccc(Cl)cc3)n2)c1	-8	-3	4	1	-5	8	-4	1	-2
CCN(CC)c1ccc(/C=N/N2C(=O)c3ccccc3C2=O)cc1	7	-8	6	-1	5	-2	-3	3	1
O=C(Nc1cccc(NC(=O)c2ccc(-c3cccc(Br)c3)o2)c1)c1ccco1	-62	-69	-63	-46	-87	-37	-46	-47	-8
O=C(N/N=C/c1ccc(Br)o1)/C(=C/c1ccc([N+](=O)[O-])cc1)NC(=O)c1ccccc1	-3	5	-3	16	18	0	7	-5	2
COc1ccc(NS(=O)(=O)c2ccc(C)c(C(=O)NC3CCN(Cc4ccccc4)CC3)c2)cc1	-1	0	2	5	5	-2	26*	6	5
CCOc1ccc(NC(=O)COn2nnc3ccc(S(=O)(=O)N4CCOCC4)cc32)cc1	7	-5	15	5	2	-5	6	-4	-6
COc1ccc(OC(=O)COc2ccc(Cl)cc2)cc1	2	-7	12	10	-8	5	13	-4	-1
O=C(/C=C/c1cccc(F)c1)Nc1nccs1	7	-2	-2	-17	0	1	-3	-3	-2
O=C(CSc1nnnn1C1CC1)N1CCN(c2ccccc2F)CC1	5	2	nt	28	-2	-5	3	4	-1
Cc1cc(-c2cccs2)nc(-n2cccc2)n1	9	-8	-4	7	2	2	8	1	1
Cc1c(C(c2ccc([N+](=O)[O-])cc2)c2c(C)n(C)n(-c3ccccc3)c2=O)c(=O)n(-c2ccccc2)n1C	-4	-2	4	3	1	0	5	3	1
CN1CCCN(S(=O)(=O)c2cccc(C(F)(F)F)c2)c2nc3ccccc3nc21	3	1	nt	0	3	3	-5	0	-1
Cc1ccc2cc(CN(CC(C)C)C(=O)C3CCCO3)c(=O)[nH]c2c1 (configuration not stated)	3	-10	-1	-3	0	6	5	0	-4
Cc1nn(C)cc1S(=O)(=O)N1CCCC(C(=O)O)C1 (configuration not stated)	3	-1	3	5	3	0	2	0	0
O=C(CN1CCN(S(=O)(=O)c2ccccc2[N+](=O)[O-])CC1)NC(=O)NCc1ccco1	-3	-1	7	8	6	5	3	2	0
CCN(C(=O)c1c(C)cc(=O)oc1C)c1ccc2c(c1)OCO2	8	-1	5	5	7	-2	2	0	-5
Cn1c(SCC(=O)Nc2ccc3c(c2)n(C)c(=O)n3C)nnc1-c1ccncc1	-1	0	-2	20	1	1	-2	-3	0
C/C(Cl)=C\COc1cc(C)nc2c(Br)cccc12	6	-6	3	4	0	1	4	-3	-2
COc1ccc2nc(NNC(=O)C3COc4ccccc4O3)sc2c1 (configuration not stated)	4	-1	3	15	0	6	8	-1	2
Clc1ccc(N=C2SCC3CCCCN23)cc1 (configuration not stated)	-4	-1	10	15	7	1	1	1	-2
CC/C(=N\NC(=O)c1ccoc1C)c1ccc(C)o1	10	1	9	6	2	-4	3	3	1
COC(=O)c1c(NC(C)=O)sc2c1CCCCC2	11	2	1	3	1	3	5	6	-3
Cc1cc(C)cc(NC(=O)Nc2c(Br)cnn2C)c1	5	-3	-7	4	6	0	7	-1	-1
COC(=O)c1cc(=O)nc2sc(-c3ccc(F)cc3)nn12	-7	-2	2	10	5	-1	-4	1	0
CN(Cc1ccc(Cl)s1)C(=O)CNC(=O)CNC(=O)c1ccc(Cl)cc1Cl	1	-2	nt	-4	3	-2	2	2	-1
COc1ccc(NS(=O)(=O)c2cc3c(cc2C)N(C)CCO3)c(OC)c1	0	18	5	2	-3	1	-2	-1	1
CCOC(=O)C1(Cc2cccc(OC)c2)CCN(Cc2cccnc2)CC1	4	1	8	0	0	1	0	1	-1
CCCCOc1ccc(C(=O)Oc2cc(C)[nH]c(=O)c2[N+](=O)[O-])cc1	1	-2	0	-3	6	5	4	3	2
Cc1ccccc1CC(=O)N1CCCC1	2	-4	3	22	-4	3	-7	1	2
O=C(O)c1c(-c2ccccc2)nnc2ccccc12	2	2	6	3	4	-2	1	4	1
O=Cc1ccc(-c2cc(Cl)ccc2Cl)[nH]1	4	-7	-2	-7	0	2	3	-3	-5
O=C(CCC(=O)NC1CCCCC1)N/N=C/c1ccncc1	4	0	-2	11	-1	5	2	0	-2
Brc1cnc(N2CCOCC2)nc1N1CCCCC1	4	0	-5	-5	-2	5	0	-2	5
COc1ccc(S(=O)(=O)NCC(=O)NC2CC2)cc1OC	5	6	-3	-6	-4	-3	8	-1	-2
Cc1ccc(S(=O)(=O)N(CCCO)CC(O)CON=C2c3ccccc3-c3ccccc32)cc1 (configuration not stated)	0	-14	-10	7	-9	-6	1	-14	1
The results go on:
SMILES	PAFAH1B3 inh	PME-1 inh	GSTO1 counter	PREPL inhibitor	LYPLA2 counter	PAFAH1B2 inh	pPAFAH FP inh	LYPLA1 counter	PAD4 FP inh
CCOC(=O)C1(CCOc2ccccc2)CCN(Cc2cc(OC)c3c(c2)OCO3)CC1	6	0	7	-35	5	5	4	-2	-2
CCOC(=O)CNC(=O)CSc1nc(C)cc(C)c1C#N	3	-8	-1	7	0	2	-2	3	-4
COc1ccccc1CNC(=O)COC(=O)C1CCN(S(=O)(=O)c2ccccc2)CC1	-3	14	5	-1	-5	4	10	-2	-1
COc1cc(C(C2=C(O)CC(C)(C)CC2=O)C2C(=O)CC(C)(C)CC2=O)cc(OC)c1OC (configuration not stated)	nt	-5	-2	12	-1	nt	7	2	-5
CC(NC(=S)Nc1ccc(Cl)cc1)C(c1ccccc1)N1CCOCC1 (configuration not stated)	7	-1	2	0	-4	0	1	-4	-2
Cn1nnc(NC(=S)NC(=O)c2ccc(-c3ccc(Br)cc3)o2)n1	9	-4	-5	-2	-1	2	3	2	0
Nc1nc(Cn2nnc(-c3ccccc3Cl)n2)nc(N2CCOCC2)n1	3	3	-3	10	-4	3	-1	-3	-6
COc1ccc(-c2cc(C(=O)NCC3CCCO3)c3ccccc3n2)cc1 (configuration not stated)	8	-2	5	-7	0	3	4	0	-3
Cc1ccc(S(=O)(=O)c2ccccc2)cc1S	nt	-6	-25	7	-8	nt	1	-3	36*
O=C(COC(=O)c1cnccn1)Nc1ccc2c(c1)OCO2	-5	2	0	5	1	5	8	0	-2
O=C(c1ccc(Cn2cnnn2)cc1)N1CCCC(Nc2ccc(F)cc2)C1 (configuration not stated)	3	-4	2	13	1	3	0	-1	-5
O=C1OCc2cc(-n3cccc3)ccc21	10	-4	7	-41	2	-1	-2	1	0
CN(Cc1ccccc1)C(=O)c1[nH]cnc1C(=O)NCc1ccc(CNC(=O)OC(C)(C)C)cc1	1	3	nt	-4	5	1	5	0	-2
C=CCN(C(=O)c1cccc(N2C(=O)C3CC=CC(C)C3C2=O)c1)c1ccccc1 (configuration not stated)	4	1	8	4	0	3	10	4	-3
CC(C)=CCc1c(O)cc2c(c1O)C(=O)CC(c1ccccc1)O2 (configuration not stated)	0	-6	-7	-18	5	4	3	4	1
CN1CCc2c(C#N)c(N3CCCCC3)nc(NCc3ccccc3)c2C1	9	5	6	39	0	6	0	-1	-4
Cc1ccc(NC(=O)C(=O)NC(C)C2COc3ccccc3O2)cc1 (configuration not stated)	0	6	-1	-18	1	1	-5	1	-4

Bioassay records (PubChem)
